# CHRM4 antagonist: antagonists of human muscarinic M4 receptor (CHRM4). CHO-hM4 cells, ACh EC80, Fluo-8 calcium fluorescence. 360,000 compounds, 0.73% hits. P08173. inhibition, % at 3 µM;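 active = inhibition above its plate's cutoff, the mean inhibition of sample wells plus 3 SD, cut at about 27% in these data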;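 also: 0% = acetylcholine EC80 with DMSO and 100% = DMSO without agonist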
# Target sequence (P08173 whole entry, looked up): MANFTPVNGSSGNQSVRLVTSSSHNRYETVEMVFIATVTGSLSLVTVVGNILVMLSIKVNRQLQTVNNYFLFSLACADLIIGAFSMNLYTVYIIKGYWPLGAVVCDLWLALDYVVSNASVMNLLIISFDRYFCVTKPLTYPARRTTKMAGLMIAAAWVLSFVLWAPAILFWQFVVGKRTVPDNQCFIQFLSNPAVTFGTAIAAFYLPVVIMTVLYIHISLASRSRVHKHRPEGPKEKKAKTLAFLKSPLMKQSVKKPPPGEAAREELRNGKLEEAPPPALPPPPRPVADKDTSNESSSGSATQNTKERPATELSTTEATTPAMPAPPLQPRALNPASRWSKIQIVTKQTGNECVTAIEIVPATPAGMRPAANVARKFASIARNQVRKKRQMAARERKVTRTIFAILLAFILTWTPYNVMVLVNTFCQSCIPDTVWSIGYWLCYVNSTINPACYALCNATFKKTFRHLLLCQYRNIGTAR
# CHO parental Ca: signal in parental CHO cells, OX1R antagonist counter-screen; parental CHO-K1, ATP-induced calcium, Fluo-8 fluorescence; inhibition, % at 5.6 µM; 330,000 compounds, 0.63% hits;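 active = inhibition above that plate's mean sample inhibition plus 3 SD, cut at about 26% in these data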;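 also: 0% = ATP-challenged DMSO wells and 100% = DMSO wells without ATP; some compounds past the cut are filed as inactive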
#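 material = parental CHO cells | also added = ATP as calcium-mobilizing challenge | dosing = single point at 5.6 µM | detection = intracellular calcium via Fluo-8 no-wash fluorescent dye | read-out = % inhibition | benchmarks = low control ATP plus DMSO, high control DMSO only | repeats = one well per compound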
# CHO-K1 Ca antag: M1 antagonist counterscreen hit in parental CHO-K1 cells. AID 602250. inhibition, % at 3 µM. 360,000 compounds, 0.6% hits. ATP-induced calcium, Fluo-8 fluorescence;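 active = inhibition above a per-plate cutoff, the plate's mean sample inhibition plus 3 SD, cut at about 24% in these data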;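 also: 0% = DMSO plus EC80 ATP and 100% = DMSO alone without ATP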
# CHO-K1 Ca ag: counter-screen for M1 agonists: effect in parental CHO-K1 cells; Fluo-8 calcium fluorescence; scaled to maximal ATP response, vehicle zero; activation, % at 3 µM; 360,000 compounds, 0.48% hits; AID 602248; in the data active = activation above about 15%;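 also: untransfected CHO-K1 host cells lacking M1 receptor as counterscreen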
# CHRM1 PAM: potentiates human M1 receptor response to acetylcholine | 360,000 compounds, 0.088% hits | P11229 | activation, % at 3 µM | CHO-K1 hM1, Fluo-8 calcium fluorescence, ACh EC20; 0% = ACh EC20, 100% = maximal ACh; in the data active = activation above about 19%, passing the limit was not always enough
# Target sequence (P11229 whole entry, looked up): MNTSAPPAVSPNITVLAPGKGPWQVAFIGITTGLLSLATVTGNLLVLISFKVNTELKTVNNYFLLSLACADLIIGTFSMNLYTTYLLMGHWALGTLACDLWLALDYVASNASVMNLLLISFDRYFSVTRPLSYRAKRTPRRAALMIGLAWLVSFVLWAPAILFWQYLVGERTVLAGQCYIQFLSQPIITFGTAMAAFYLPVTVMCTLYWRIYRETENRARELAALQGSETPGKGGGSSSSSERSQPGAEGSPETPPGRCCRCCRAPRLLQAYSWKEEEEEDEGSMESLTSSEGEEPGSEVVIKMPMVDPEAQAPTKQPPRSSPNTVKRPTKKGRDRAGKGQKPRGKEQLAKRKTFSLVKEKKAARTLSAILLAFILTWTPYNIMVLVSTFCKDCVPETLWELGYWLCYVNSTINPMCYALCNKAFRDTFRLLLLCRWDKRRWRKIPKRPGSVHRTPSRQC
# OXTR potentiator: potentiates the human oxytocin receptor response; CHO-OTR cells, Fluo-8 calcium fluorescence, potentiator mode; 0% = oxytocin EC15, 100% = EC100; activation, % at 3 µM; 320,000 compounds, 0.061% hits; AID 2445;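 active = activation above that plate's cutoff, the mean activation of tested compounds plus 3 SD, cut at about 6.6% in these data, passing the limit was not always enough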;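 also: 100% uses oxytocin at 75 nM as the full agonist control; some results filed as inactive read as strong as hits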
#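 Measured by – Fluo-8 calcium dye fluorescence · Test system – human OTR in CHO cells · Dosing – one concentration, 3.0 µM compound · Controls – EC15 oxytocin alone as 0%, 75 nM oxytocin as 100% · Evaluation – normalized max/min fluorescence ratio, % activation · Timing – 6 min pre-incubation, 100 s read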
# M1 ag: activates human CHRM1 receptor | P11229 | CHO-K1 hM1, Fluo-8 calcium fluorescence, agonist mode; 0% DMSO, 100% acetylcholine EC100 | activation, % at 3 µM | 360,000 compounds, 0.33% hits | AID 588814;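 active = activation above the run's mean compound activation plus 3 SD, cut at about 16% in these data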;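 also: peak over basal fluorescence ratio within a 140 s kinetic read after compound addition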
# M4 ag: agonists of human muscarinic M4 receptor (CHRM4); P08173; CHO-K1 hM4/Gqi5, Fluo-8 calcium fluorescence; vehicle 0%, full acetylcholine response 100%; activation, % at 3 µM; 360,000 compounds, 0.14% hits;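 active = activation above the run mean over all test wells plus 3 SD, cut at about 32% in these data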;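 also: peak over basal fluorescence ratio per well then scaled between controls; 0% = DMSO wells and 100% = acetylcholine at EC100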
# M1 antag: blocks human M1 muscarinic receptor; CHO-K1 hM1, Fluo-8 calcium fluorescence, ACh EC80 antagonist; inhibition, % at 3 µM; 360,000 compounds, 1.3% hits;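 active = percent inhibition above its own plate's cutoff, namely the mean of that plate's compound wells plus 3 SD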;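 also: peak over basal fluorescence ratio during 140 s after agonist addition; 0% = ACh EC80 plus DMSO and 100% = DMSO alone without agonist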
# Starred values were filed as active, the others as inactive; nt = no result given.
SMILES,CHRM4 antagonist,CHO parental Ca,CHO-K1 Ca antag,CHO-K1 Ca ag,CHRM1 PAM,OXTR potentiator,M1 ag,M4 ag,M1 antag
COc1ccc(N=C2SCC(=O)N2CCc2ccc(OC)c(OC)c2)cc1,6,-17,7,8.3,-15,-6,-1,18,36
Cc1ccc(Nc2ccncc2S(N)(=O)=O)cc1,-3,-11,-11,0.8,14,2,-3,0,-21
CSc1nc(NCCCO)c2c3c(sc2n1)CN(C)CC3,-1,5,5,0.0,-1,-7,-9,0,1
CCNC(=O)C1CCCN(C(=O)c2ccc3ccccc3c2)CC1 (stereo not given),0,nt,9,-0.2,12,nt,3,0,-10
COc1ccc(NC(=O)C2CC(=O)N(c3ccc(C)cc3)C2)cc1S(=O)(=O)N1CCCCC1 (stereo not given),9,nt,-1,-0.4,11,nt,1,-1,-10
Cc1ccc2nc(N3C(=O)C(O)=C(C(=O)c4ccco4)C3c3ccc(C)o3)sc2c1 (stereo not given),0,9,-16,-0.4,2,-7,0,1,12
CC(=O)c1cccc(NC(=O)Cn2cnc(S(=O)(=O)N3CCc4ccccc43)c2)c1,-4,-7,-4,0.9,0,-3,-4,1,-2
CC(=O)OCC1=C(C(=O)O)N2C(=O)C(NC(=O)c3ccc(COc4ccc(Cl)cc4)o3)C2SC1 (stereo not given),-2,-10,2,-0.4,5,-12,0,0,-3
N#Cc1ccccc1Sc1ccccc1N,4,-5,-19,-0.2,-3,-3,-3,-1,15
CC(C)(C)[C@H]1C=C(C(=O)N2CCOCC2)O[C@@H](OCc2ccc(CO)cc2)C1,6,-10,-11,0.2,4,-2,-2,1,2
C=C1CCN([C@@H](CC(C)C)C(=O)NCc2ccco2)S(=O)(=O)c2ccccc21,-1,-1,-15,-0.4,4,-1,-6,2,4
C[C@@H]1CN([C@@H](C)CO)C(=O)Cc2cc(NS(=O)(=O)c3cn(C)cn3)ccc2O[C@@H]1CN(C)C(=O)Nc1ccccc1,-8,-7,-12,0.1,1,1,-8,0,0
CN1C(c2ccc(F)cc2)=CS/C1=C(/C#N)c1nnc2n1-c1ccccc1SC2,-14,nt,-8,0.7,-2,nt,-6,3,-1
COc1ccc(O)c(/C=N/NC(=S)NCCc2ccccc2)c1,9,0,-11,1.0,10,-12,1,8,-6
O=C(NCCc1cccs1)C1CC(c2ccccc2F)=NO1 (stereo not given),10,-5,4,-0.2,0,0,-5,0,1
COCCN(C(=O)c1ccco1)c1nnc(-c2ccc(F)cc2)s1,-2,-13,-18,2.1,6,-3,-5,2,-1
COc1ccc(OC)c(S(=O)(=O)NCCc2csc(-c3cccnc3)n2)c1,5,-10,1,0.4,0,1,-6,1,-2
COc1ccc(S(=O)(=O)NCC(c2cccnc2)N2CCN(c3ccccc3OC)CC2)cc1C (stereo not given),-9,nt,-17,-0.5,0,nt,-5,0,1
CN(c1cccc(NC(=O)CN(c2cccc(Cl)c2)S(=O)(=O)c2ccc(Cl)cc2)c1)S(C)(=O)=O,5,-3,12,0.5,5,-16,-4,6,2
Cc1c(C(=O)Nc2c(F)cccc2F)sc2ncnc(N3CCN(c4ccccc4)CC3)c12,-7,-18,-10,1.0,12,-4,9,1,-2
Cc1cc(C)cc(NC(=O)C2CCN(S(=O)(=O)c3ccc4c(c3)NC(=O)C(C)S4)CC2)c1 (stereo not given),22,24,13,7.3,-14,-13,-1,16,42
O=c1c2ccccc2[nH]c(=S)n1CCCN1CCN(C2CCCCC2)CC1,24,-27,-12,0.6,-12,-11,8,3,11
Cc1ccccc1NC(=O)CSc1nnc2ccc(-c3ccccn3)nn12,-12,-11,4,0.4,4,0,-5,0,0
Cc1cccc(OCC(=O)Nc2ccc3c(C)cc(=O)oc3c2)c1,3,-16,-4,-0.3,9,1,-1,1,-3
COc1ccc(OCc2nnc(SCc3ccc(C(=O)O)cc3)o2)cc1,5,-16,-2,0.2,7,-11,-3,1,7
CC(=O)Nc1cccc(C(=O)/C=C/c2ccco2)c1,6,-2,0,0.0,3,-7,-2,1,-2
Cc1ccc(NC(=O)[C@H](NC(=O)[C@@H]2Cc3ccccc3CN2)c2ccccc2)cc1,-6,-20,-2,0.5,5,-10,-1,3,-7
Cc1ccc(CNC(=O)c2ccc(CNS(=O)(=O)c3ccc4c(c3)C(C)(C)C(=O)N4C)cc2)o1,2,-9,20,0.0,7,0,-5,0,-8
CCC(=O)NC(c1ccc(Cl)cc1Cl)c1ccc2cccnc2c1O (stereo not given),14,-13,-19,2.3,10,5,-4,1,-10
O=C(NCC(=O)N1CCN(C(=O)c2ccco2)CC1)c1ccccc1,-1,11,6,0.1,11,-1,4,1,-13
COc1ccc(Oc2cccc(Cl)c2CNC(=O)CC(C)(C)CC(=O)O)cc1,-7,-9,-7,0.1,9,-4,1,0,-18
O=C(N/N=C/c1c[nH]c2ccccc12)c1ccccc1O,0,-3,-4,1.4,6,-13,-1,2,-6
CC(C)(C)CN1CCC(Oc2cccc(C(=O)N3CCC[C@H]3CO)c2)CC1,4,2,-11,0.0,7,-4,-4,0,-11
Cc1ccc(NC(=O)CCN2C(=O)C3CC=CCC3C2=O)cc1Cl (stereo not given),-3,-8,-15,2.0,10,-3,-3,3,-7
COCCNc1nc(Cl)c(C#N)s1,-7,2,-1,-0.4,7,-1,3,2,0
COc1ccc(C)cc1NC(=O)CCNC(=O)Cn1ccc2ccccc2c1=O,5,-2,6,0.2,-1,-4,8,1,-2
C[C@@H]1CN([C@@H](C)CO)S(=O)(=O)c2ccc(Br)cc2O[C@H]1CN(C)C(=O)Nc1ccc(C(F)(F)F)cc1,14,nt,-5,3.4,4,nt,-1,13,-4
CCOc1ccc(CCNC(=O)CSCC(=O)Nc2cccc(C)c2)cc1OCC,0,-33,-2,0.2,11,9,-1,1,-15
COc1cc(C(=O)N/C(=C\c2cn(C)c3ccccc23)C(=O)NCCCO)cc(OC)c1OC,-2,-10,-15,-0.6,7,-12,0,0,-7
CC(C)OC(=O)c1c(NC(=O)C2CC=CCC2C(=O)O)sc2c1CCCCC2 (stereo not given),2,-6,-12,0.1,5,-12,-2,0,-12

# 10 entries already listed, arranged by count of non-hydrogen atoms, smallest number first.
SMILES,CHRM4 antagonist,CHO parental Ca,CHO-K1 Ca antag,CHO-K1 Ca ag,CHRM1 PAM,OXTR potentiator,M1 ag,M4 ag,M1 antag
COCCNc1nc(Cl)c(C#N)s1,-7,2,-1,-0.4,7,-1,3,2,0
O=C(N/N=C/c1c[nH]c2ccccc12)c1ccccc1O,0,-3,-4,1.4,6,-13,-1,2,-6
Cc1ccc(NC(=O)CCN2C(=O)C3CC=CCC3C2=O)cc1Cl (stereo not given),-3,-8,-15,2.0,10,-3,-3,3,-7
O=C(NCC(=O)N1CCN(C(=O)c2ccco2)CC1)c1ccccc1,-1,11,6,0.1,11,-1,4,1,-13
CC(C)(C)CN1CCC(Oc2cccc(C(=O)N3CCC[C@H]3CO)c2)CC1,4,2,-11,0.0,7,-4,-4,0,-11
CC(C)OC(=O)c1c(NC(=O)C2CC=CCC2C(=O)O)sc2c1CCCCC2 (stereo not given),2,-6,-12,0.1,5,-12,-2,0,-12
COc1ccc(C)cc1NC(=O)CCNC(=O)Cn1ccc2ccccc2c1=O,5,-2,6,0.2,-1,-4,8,1,-2
CCOc1ccc(CCNC(=O)CSCC(=O)Nc2cccc(C)c2)cc1OCC,0,-33,-2,0.2,11,9,-1,1,-15
Cc1ccc(CNC(=O)c2ccc(CNS(=O)(=O)c3ccc4c(c3)C(C)(C)C(=O)N4C)cc2)o1,2,-9,20,0.0,7,0,-5,0,-8
C[C@@H]1CN([C@@H](C)CO)S(=O)(=O)c2ccc(Br)cc2O[C@H]1CN(C)C(=O)Nc1ccc(C(F)(F)F)cc1,14,nt,-5,3.4,4,nt,-1,13,-4

# Next part:
SMILES,CHRM4 antagonist,CHO parental Ca,CHO-K1 Ca antag,CHO-K1 Ca ag,CHRM1 PAM,OXTR potentiator,M1 ag,M4 ag,M1 antag
Cc1nc(-c2ccccc2)sc1C(=O)CSc1ccc(F)cc1,7,-23,-10,0.8,5,-8,-2,0,-32
Cc1cc(=O)oc2cc(NC(=O)C3COc4ccccc4O3)ccc12 (stereo not given),2,9,-10,0.8,0,-2,-3,3,-1
CN(C)S(=O)(=O)c1ccc(C(=O)OCC2CCCO2)cc1 (stereo not given),0,nt,-8,0.6,2,nt,-4,5,-1
CCSc1ncccc1-c1nc2ccccc2[nH]1,-1,-14,-8,0.8,6,-12,-4,1,-13
Cc1ccc(NC(=O)COC(=O)COc2cccc3c2OC(C)(C)C3)c(C)c1,6,-13,-9,0.2,6,-2,-3,1,-10
Cc1cc(NC(=O)CSc2nnnn2-c2cc(Cl)ccc2C)no1,1,-8,-9,1.4,15,-10,1,1,-20
CCS(=O)(=O)NCCCCc1ccccc1,-7,-8,-13,-0.3,7,-17,-3,1,-6
CCOC(=O)C1CCCN(CC(=O)NC2CC2)C1 (stereo not given),-8,-5,-3,0.1,9,-2,25*,1,-12
CNc1ccc(C(=O)OCC(=O)NCc2ccc3c(c2)OCO3)cc1[N+](=O)[O-],3,-12,-5,0.6,10,-1,-3,2,-12
CCOC(=O)C1C(=O)C=C(N2CCOCC2)CC1c1cccc(OC)c1 (stereo not given),7,-2,-12,-0.1,13,-5,-1,0,-12
CN(CC(=O)Nc1ccccc1C(F)(F)F)C(=O)CCc1nc2ccccc2c(=O)[nH]1,-3,-13,-4,0.7,6,3,0,1,-12
O=C(c1ccc(Br)o1)N(Cc1ccccc1)Cc1ccccc1,2,-30,-13,-0.6,-3,-2,-8,0,1
O=C(Nc1ccc2ccccc2c1)c1ccc2[nH]c(=O)c(=O)[nH]c2c1,3,-13,-7,4.1,6,-8,-4,15,-7
CCc1nnc(NS(=O)(=O)c2ccc(NC(=O)c3ccc([N+](=O)[O-])s3)cc2)s1,-6,nt,0,0.2,1,nt,-3,0,-6
CSc1nnc(CNS(=O)(=O)c2ccc(Br)cc2)n1C,3,-5,-1,0.0,2,2,-2,0,-2
Cc1cc(=O)[nH]c(SCC(=O)Nc2ccc(C(=O)O)cc2)n1,-7,3,-7,0.0,-4,-3,-6,0,-7
COCCCNC(=O)CCSc1ccc(Cl)cc1,8,-9,3,0.3,1,-5,0,0,5
Cc1csc(N=Cc2ccc([N+](=O)[O-])o2)n1,1,nt,-6,0.2,0,nt,-4,0,-2
COC(=O)COc1ccc(S(=O)(=O)NCCC2=CCCCC2)cc1,12,-11,17,1.4,-6,-7,-2,3,9

# From PubChem BioAssay
